Source: PubChem
PREPL inh: human PREPL enzyme inhibition; inhibition, % at 5.96 µM; 320,000 compounds, 0.68% hits; Q4J6C6; AID 2751; recombinant PREPL, fluorescence polarization activity-based probe; in the data active = inhibition above about 43%;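 also: 0% = enzyme with DMSO and 100% = wells lacking enzyme; many of its hits are not listed in these tables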
Target sequence (Q4J6C6 whole entry, looked up): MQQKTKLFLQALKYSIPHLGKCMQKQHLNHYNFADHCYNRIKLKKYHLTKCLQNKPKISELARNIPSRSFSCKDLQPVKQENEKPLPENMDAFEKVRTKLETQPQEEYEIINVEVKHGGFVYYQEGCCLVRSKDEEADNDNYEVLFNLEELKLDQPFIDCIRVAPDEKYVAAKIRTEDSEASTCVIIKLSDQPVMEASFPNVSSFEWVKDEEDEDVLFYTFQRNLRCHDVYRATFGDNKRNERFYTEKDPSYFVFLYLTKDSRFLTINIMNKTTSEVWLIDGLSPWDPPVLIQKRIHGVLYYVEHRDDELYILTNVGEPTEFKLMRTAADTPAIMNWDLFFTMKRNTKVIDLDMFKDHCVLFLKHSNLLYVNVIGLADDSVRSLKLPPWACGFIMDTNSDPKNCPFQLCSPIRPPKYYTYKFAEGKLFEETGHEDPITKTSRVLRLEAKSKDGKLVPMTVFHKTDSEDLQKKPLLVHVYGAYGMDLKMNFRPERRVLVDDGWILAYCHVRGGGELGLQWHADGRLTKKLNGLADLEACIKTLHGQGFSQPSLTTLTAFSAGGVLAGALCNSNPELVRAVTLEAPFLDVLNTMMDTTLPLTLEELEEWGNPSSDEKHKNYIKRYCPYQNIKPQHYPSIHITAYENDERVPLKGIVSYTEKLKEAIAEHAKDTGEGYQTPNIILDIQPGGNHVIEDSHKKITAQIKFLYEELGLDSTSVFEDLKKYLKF
pPAFAH FP inh: pPAFAH (human) enzyme inhibition | Q13093 | recombinant pPAFAH, FP-rhodamine probe fluorescence polarization | inhibition, % at 3.39 µM | 330,000 compounds, 1.5% hits;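 active = inhibition above the mean inhibition across the screen plus 3 SD, cut at about 25% in these data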;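 also: inhibitors block binding of the rhodamine activity-based probe so polarization drops; 0% = enzyme with DMSO and 100% = wells lacking pPAFAH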
PAD4 inh: inhibitors of human PAD4; Q9UM07; recombinant PAD4, RCA probe fluorescence polarization; inhibition, % at 6.36 µM; 330,000 compounds, 0.41% hits; AID 485272;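 active = percent inhibition above a cutoff equal to the mean of all tested compounds plus 3 SD, cut at about 15% in these data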;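 also: 0% = PAD4 with RCA probe and DMSO and 100% = probe without PAD4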
GSTO1 counter: counter-screen for RBBP9 inhibitors: inhibitors of human GSTO1; inhibition, % at 5.96 µM; recombinant GSTO1, activity-based probe fluorescence polarization; P78417; 300,000 compounds, 1.1% hits;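 active = inhibition above the campaign mean inhibition plus 3 SD, cut at about 35% in these data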;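 also: 0% = GSTO1-1 with DMSO and 100% = wells lacking GSTO1-1 enzyme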
PAFAH1B2 inh: PAFAH1B2 (human) inhibition | recombinant PAFAH1B2, FP-rhodamine activity probe, fluorescence polarization | P68402 | 340,000 compounds, 1.2% hits | inhibition, % at 3.39 µM;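 active = inhibition above the mean of all tested compounds plus 3 SD, cut at about 24% in these data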;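 also: 0% = enzyme with DMSO and 100% = wells lacking PAFAH1B2; many of its hits are not listed in these tables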
LYPLA2 counter: blocks human lysophospholipase 2, a PME1 counter-screen. AID 2177. recombinant LYPLA2, FP-Rh probe fluorescence polarization. O95372. inhibition, % at 5.9 µM. 320,000 compounds, 0.38% hits;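 active = inhibition above the screen-wide mean plus 3 SD, limit set per campaign, cut at about 26% in these data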;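 also: 0% = LYPLA2 with DMSO and 100% = wells lacking LYPLA2 enzyme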
LYPLA1 inh: counter-screen for PME1 inhibitors: inhibitors of human LYPLA1; O75608; recombinant LYPLA1, FP-Rh probe fluorescence polarization; inhibition, % at 5.9 µM; 320,000 compounds, 0.16% hits; AID 2174;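 active = inhibition above the mean of all tested compounds plus 3 SD, set per campaign, cut at about 14% in these data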;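 also: inhibitors block serine hydrolase probe labeling of LYPLA1 so polarization falls; 0% = enzyme with DMSO and 100% = wells lacking LYPLA1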
Target sequence (O75608 whole entry, looked up): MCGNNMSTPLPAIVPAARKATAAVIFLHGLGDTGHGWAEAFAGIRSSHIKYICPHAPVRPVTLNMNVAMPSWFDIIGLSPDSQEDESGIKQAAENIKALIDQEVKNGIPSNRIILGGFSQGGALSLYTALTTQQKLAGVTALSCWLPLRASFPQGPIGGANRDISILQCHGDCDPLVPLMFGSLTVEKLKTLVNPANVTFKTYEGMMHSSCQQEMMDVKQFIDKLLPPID
PME-1 primary: blocks human protein phosphatase methylesterase 1; recombinant PME-1, FP-Rh probe fluorescence polarization; inhibition, % at 5.9 µM; 320,000 compounds, 0.53% hits; AID 2130;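 active = inhibition above the campaign mean of all compounds plus 3 SD, cut at about 26% in these data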;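 also: competitive labeling of PME-1 active site by serine hydrolase directed probe; 0% = PME-1 with DMSO and 100% = wells lacking PME-1 enzyme; inhibitors block probe labeling so polarization falls and inhibition rises; many of its hits are not listed in these tables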
PAFAH1B3 inh: inhibitors of human PAFAH1B3. inhibition, % at 3.39 µM. Q15102. 340,000 compounds, 0.28% hits. recombinant PAFAH1B3, FP-rhodamine probe, fluorescence polarization;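 active = inhibition above the screen-wide average of all tested compounds plus 3 SD, cut at about 25% in these data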;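 also: 0% = enzyme with DMSO only and 100% = wells lacking PAFAH1B3 protein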
* = called active by the depositor.

What do the screens show for `CCc1nc(SCC(=O)N2CCOCC2)c2c(=O)n(C)c(=O)n(C)c2n1`?
PREPL inh: 4; pPAFAH FP inh: -6; PAD4 inh: -3; GSTO1 counter: 4; PAFAH1B2 inh: -3; LYPLA2 counter: 7; LYPLA1 inh: 0; PME-1 primary: -6; PAFAH1B3 inh: -4

What do the screens show for `COc1cc(C(=O)NNC(=O)Cc2cccs2)cc(OC)c1OC`?
PREPL inh: 14; pPAFAH FP inh: 2; PAD4 inh: -6; PAFAH1B2 inh: 8; PAFAH1B3 inh: 9

Results for O=C1NN=COc2ccccc21 ?
PREPL inh: 2; pPAFAH FP inh: 2; PAD4 inh: 0; GSTO1 counter: 7; PAFAH1B2 inh: 0; LYPLA2 counter: -4; LYPLA1 inh: -3; PME-1 primary: 2; PAFAH1B3 inh: 3

How did COc1ccc(OC)c(NC(=O)CCN2C(=O)c3cccc([N+](=O)[O-])c3C2=O)c1 do in these assays?
PREPL inh: 3; pPAFAH FP inh: 3; PAD4 inh: -3; GSTO1 counter: -3; PAFAH1B2 inh: 5; LYPLA2 counter: -1; LYPLA1 inh: 1; PME-1 primary: 5; PAFAH1B3 inh: 10

What do the screens show for `CCOc1ccc(CN2CCN(CC(O)Cn3c4ccccc4c4ccccc43)CC2)cc1` (centres undefined)?
PREPL inh: 21; pPAFAH FP inh: 7; PAD4 inh: -3; GSTO1 counter: -5; PAFAH1B2 inh: 2; LYPLA2 counter: -8; LYPLA1 inh: -2; PME-1 primary: 8; PAFAH1B3 inh: 17

Results for CC(C)CCOc1ccc(C(=O)N2CCCC2C(=O)O)cc1 (centres undefined) ?
PREPL inh: 8; pPAFAH FP inh: 4; PAD4 inh: 1; GSTO1 counter: 2; PAFAH1B2 inh: 5; LYPLA2 counter: -2; LYPLA1 inh: 1; PME-1 primary: 7; PAFAH1B3 inh: 4

What do the screens show for `O=C(OC(C(=O)NCc1ccco1)c1ccc(Cl)cc1)c1cccs1` (centres undefined)?
PREPL inh: -10; pPAFAH FP inh: 6; PAD4 inh: -4; GSTO1 counter: 15; PAFAH1B2 inh: 6; LYPLA2 counter: -1; LYPLA1 inh: -3; PME-1 primary: -3; PAFAH1B3 inh: 9

What do the screens show for `COc1cccc(CNC(=O)CN(C)S(=O)(=O)c2ccc3c(c2)n(C)c(=O)c(=O)n3C)c1`?
PREPL inh: 2; pPAFAH FP inh: 6; PAD4 inh: 1; GSTO1 counter: 3; PAFAH1B2 inh: 5; LYPLA2 counter: -6; LYPLA1 inh: -6; PME-1 primary: 2; PAFAH1B3 inh: 1

How did O=C(CCC(=O)N(Cc1ccco1)C(C(=O)NC1CCCC1)c1ccncc1)Nc1cccnc1 (centres undefined) do in these assays?
PREPL inh: 11; pPAFAH FP inh: 0; PAD4 inh: 0; GSTO1 counter: 4; PAFAH1B2 inh: 0; LYPLA2 counter: -4; LYPLA1 inh: -1; PME-1 primary: -2; PAFAH1B3 inh: 2

What do the screens show for `O=C(CSc1ccc(-c2cccc([N+](=O)[O-])c2)nn1)N1CCCCC1`?
PREPL inh: 9; pPAFAH FP inh: 2; PAD4 inh: 1; GSTO1 counter: 4; PAFAH1B2 inh: 5; LYPLA2 counter: 3; LYPLA1 inh: -2; PME-1 primary: -1; PAFAH1B3 inh: 2

How did Cc1ccc(S(=O)(=O)NCCN2CCOCC2)c(C)c1 do in these assays?
PREPL inh: 9; pPAFAH FP inh: -1; PAD4 inh: -3; GSTO1 counter: 0; PAFAH1B2 inh: 1; LYPLA2 counter: -9; LYPLA1 inh: 0; PME-1 primary: -3; PAFAH1B3 inh: 4

How did CCOC(=O)c1nnn(-c2nonc2-n2cccc2)c1CN1CCC(C)CC1 do in these assays?
PREPL inh: 6; pPAFAH FP inh: 0; PAD4 inh: -2; GSTO1 counter: 3; PAFAH1B2 inh: 7; LYPLA2 counter: -8; LYPLA1 inh: -3; PME-1 primary: 5; PAFAH1B3 inh: -1

What do the screens show for `CCCCCSc1nc(N2CCOCC2)c2c(c1C#N)CC(C)(C)OC2`?
PREPL inh: 4; pPAFAH FP inh: 3; PAD4 inh: 0; GSTO1 counter: -17; PAFAH1B2 inh: 3; LYPLA2 counter: 0; LYPLA1 inh: -3; PME-1 primary: 5; PAFAH1B3 inh: 7

How did COc1ccc(C)cc1-n1nnnc1SCC1CCCCO1 (centres undefined) do in these assays?
PREPL inh: 5; pPAFAH FP inh: -3; PAD4 inh: 1; GSTO1 counter: 4; PAFAH1B2 inh: -6; LYPLA2 counter: 0; LYPLA1 inh: -4; PME-1 primary: -11; PAFAH1B3 inh: 13

What do the screens show for `CCCN1CCN(C(=O)Cn2nc(C)n3c(cc4sccc43)c2=O)CC1`?
PREPL inh: 5; pPAFAH FP inh: 7; PAD4 inh: 6; GSTO1 counter: 10; PAFAH1B2 inh: 5; LYPLA2 counter: 11; LYPLA1 inh: 1; PME-1 primary: 2; PAFAH1B3 inh: 1

What do the screens show for `Cc1cc(C)cc(NC(=O)CN2CCC(NC(=O)Cc3ccccc3)CC2)c1`?
PREPL inh: 15; pPAFAH FP inh: 0; PAD4 inh: 2; GSTO1 counter: 6; PAFAH1B2 inh: -5; LYPLA2 counter: 3; LYPLA1 inh: 2; PME-1 primary: -2; PAFAH1B3 inh: -1

What do the screens show for `Cc1ccc(-n2nc3c(=O)n(CCCC(=O)NCc4ccc(C)o4)nc(C)c3c2C)cc1`?
PREPL inh: -1; pPAFAH FP inh: 3; PAD4 inh: 2; GSTO1 counter: 3; PAFAH1B2 inh: 3; LYPLA2 counter: -2; LYPLA1 inh: 2; PME-1 primary: 6; PAFAH1B3 inh: 6

Results for COc1ccccc1CNC(=O)CCNS(=O)(=O)c1ccc2c(c1)oc(=O)n2C ?
PREPL inh: 1; pPAFAH FP inh: 4; PAD4 inh: -1; GSTO1 counter: 4; PAFAH1B2 inh: 0; LYPLA2 counter: 3; LYPLA1 inh: 1; PME-1 primary: 9; PAFAH1B3 inh: 4

What do the screens show for `CCOCCCn1c(=S)[nH]c2cc(C(=O)N3CCN(c4ccccc4)CC3)ccc2c1=O`?
PREPL inh: -3; pPAFAH FP inh: 5; PAD4 inh: 1; GSTO1 counter: 3; PAFAH1B2 inh: -6; LYPLA2 counter: -1; LYPLA1 inh: 1; PME-1 primary: 0; PAFAH1B3 inh: 7

Results for Nc1c(-c2ccccc2)c(CSc2nc3ccccc3[nH]2)nn1-c1ccc(Cl)cc1 ?
PREPL inh: 16; pPAFAH FP inh: -10; PAD4 inh: 1; GSTO1 counter: -11; PAFAH1B2 inh: 3; LYPLA2 counter: -9; LYPLA1 inh: -6; PME-1 primary: -2; PAFAH1B3 inh: 2

What do the screens show for `O=C(N/N=C/c1ccc[nH]1)c1cc(-c2ccc(Cl)cc2)nc2ccccc12`?
PREPL inh: -13; pPAFAH FP inh: 12; PAD4 inh: -7; GSTO1 counter: -7; PAFAH1B2 inh: -2; LYPLA2 counter: -11; LYPLA1 inh: -10; PME-1 primary: 2; PAFAH1B3 inh: 6

Results for O=C(CSc1nnc(CNC(=O)c2ccco2)o1)Nc1ccc(F)cc1F ?
PREPL inh: 19; pPAFAH FP inh: 4; PAD4 inh: 5; GSTO1 counter: -1; PAFAH1B2 inh: 0; LYPLA2 counter: 6; LYPLA1 inh: 0; PME-1 primary: 5; PAFAH1B3 inh: 7

Results for CCCCN(C)C(=O)CSc1nc(NCc2ccc(OC)cc2)c2ccccc2n1 ?
PREPL inh: 10; pPAFAH FP inh: -5; PAD4 inh: 1; GSTO1 counter: 7; PAFAH1B2 inh: 0; LYPLA2 counter: 1; LYPLA1 inh: -2; PME-1 primary: 1; PAFAH1B3 inh: 2

How did Cc1ccc(-n2nnc3c(=O)n(Cc4ccccn4)cnc32)cc1C do in these assays?
PREPL inh: 11; pPAFAH FP inh: 1; PAD4 inh: -2; GSTO1 counter: 17; PAFAH1B2 inh: 2; LYPLA2 counter: 1; LYPLA1 inh: -1; PME-1 primary: 6; PAFAH1B3 inh: 7

What do the screens show for `CC1(C)C(=O)Nc2ccccc2N1C(=O)COC(=O)Cc1ccc(Cl)c(Cl)c1`?
PREPL inh: 47*; pPAFAH FP inh: 20; PAD4 inh: -7; PAFAH1B2 inh: 28*; PAFAH1B3 inh: 9

How did Cc1ccc(C)c(OCc2ccc(C(=O)Nc3ccc([N+](=O)[O-])cn3)o2)c1 do in these assays?
PREPL inh: 7; pPAFAH FP inh: 4; PAD4 inh: 3; PAFAH1B2 inh: -1; LYPLA2 counter: 0; LYPLA1 inh: 0; PME-1 primary: 1; PAFAH1B3 inh: 8

How did Cc1c(NC(=O)c2cc3nc(-c4ccc(Br)cc4)cc(C(F)(F)F)n3n2)c(=O)n(-c2ccccc2)n1C do in these assays?
PREPL inh: -2; pPAFAH FP inh: 6; PAD4 inh: 0; GSTO1 counter: 1; PAFAH1B2 inh: 1; LYPLA2 counter: -1; LYPLA1 inh: 0; PME-1 primary: -6; PAFAH1B3 inh: 5

How did O=C(CSc1ccc2nnc(-c3ccccc3)n2n1)NCc1ccc2c(c1)OCO2 do in these assays?
PREPL inh: -27; pPAFAH FP inh: 2; PAD4 inh: 0; GSTO1 counter: 7; PAFAH1B2 inh: 6; LYPLA2 counter: 2; LYPLA1 inh: 4; PME-1 primary: -8; PAFAH1B3 inh: 4

How did CCN1C(=O)CCCc2ccccc21 do in these assays?
PREPL inh: 4; pPAFAH FP inh: -2; PAD4 inh: -2; GSTO1 counter: 0; PAFAH1B2 inh: 0; LYPLA2 counter: -2; LYPLA1 inh: -2; PME-1 primary: 3; PAFAH1B3 inh: 4

What do the screens show for `CC(Cc1ccsc1)NC(=O)CCc1nnc(COc2ccccc2)o1` (centres undefined)?
PREPL inh: 2; pPAFAH FP inh: 3; PAD4 inh: 0; GSTO1 counter: 5; PAFAH1B2 inh: 5; LYPLA2 counter: 0; LYPLA1 inh: 2; PME-1 primary: -8; PAFAH1B3 inh: 12

What do the screens show for `O=C(O)C1C2C=CC(C2)C1C(=O)N1CCN(C/C=C/c2ccccc2)CC1` (centres undefined)?
PREPL inh: 22; pPAFAH FP inh: -3; PAD4 inh: 1; GSTO1 counter: 12; PAFAH1B2 inh: 3; LYPLA2 counter: 0; LYPLA1 inh: -4; PME-1 primary: 0; PAFAH1B3 inh: 8

How did CCN1CN=C(NS(=O)(=O)c2ccc(C)cc2)NC1 do in these assays?
PREPL inh: 3; pPAFAH FP inh: 1; PAD4 inh: -3; GSTO1 counter: -1; PAFAH1B2 inh: 4; LYPLA2 counter: -2; LYPLA1 inh: -2; PME-1 primary: 2; PAFAH1B3 inh: 1

How did O=C(c1ccc(Cn2c(=O)[nH]c3ccccc3c2=O)cc1)N1CCN(c2ccccc2)CC1 do in these assays?
PREPL inh: -74; pPAFAH FP inh: 1; PAD4 inh: -4; GSTO1 counter: 1; PAFAH1B2 inh: -2; LYPLA2 counter: 35*; LYPLA1 inh: 8; PME-1 primary: -4; PAFAH1B3 inh: -6

A portion of the library. The share of hits here may be higher or lower than overall.
